High-throughput results deposited in PubChem by National Center for Advancing Translational Sciences (NCATS).
TRHR agonist = qHTS for Small Molecule Agonists and Allosteric Enhancers of Human TRH Receptor: Primary Screen for Agonists | Thyrotropin-releasing hormone receptor (Homo sapiens), P34981 | activation, % at 2 µM | AID 493084, 2011 | TRHR cells, calcium flux fluo-8, FDSS agonist mode | actives 0.18% (n = 360,000); further: 0% is about no effect
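TRHR-expressing cells loaded with fluo-8 calcium dye; 23 nL library compound pin-transferred, kinetic FDSS fluorescence (Ex 480/Em 530) recorded about 180 s for agonist-induced calcium release, before a 10 nM TRH EC20 addition for potentiator mode.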
D2 PAM = HTS Assay for Positive Allosteric Modulators of the Human D2 Dopamine Receptor: Primary Screen for Potentiators. D(2) dopamine receptor (Homo sapiens), P14416. AID 485347, 2010. HEK293 T-REx D2, calcium flux, EC20 dopamine potentiation. potentiation, % at 10 µM. actives 0.34% (n = 340,000);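 active means potentiation over 3 SD above the plate norm, cut at about 30% in these data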; further: 0% is about no effect
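Tetracycline-induced Hek293 Trex D2 cells, force-coupled to calcium, loaded with no-wash calcium dye. Compound added with 180 s kinetic read for agonism, then EC20 dopamine and a further 180 s read for potentiation.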
D1 antag = Antagonist of Human D 1 Dopamine Receptor: qHTS. D(1A) dopamine receptor (Homo sapiens), P21728. HEK293 TREx D1 cells, calcium flux, dopamine EC80; hits give low values. activity change, negative = inhibition, % at 10 µM. actives 3.2% (n = 360,000). AID 504652, 2011; in the data active means activity change below about -30%; further: on the % scale 0 is the no-effect control and ±100 the full control effect
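Allosteric or orthosteric antagonism assessed as attenuation of the calcium response to EC80 dopamine, added 180 s after compound, in induced HEK293 Trex D1 cells loaded with no-wash calcium dye.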
D2 antag = HTS Assay for Allosteric Antagonists of the Human D2 Dopamine Receptor: Primary Screen for Antagonists. HEK293 TREx D2 cells, calcium flux, dopamine EC80. inhibition, % at 10 µM. actives 2% (n = 340,000); in the data active means inhibition above about 30%; further: 0% is about no effect
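HEK293 T-REx D2 cells, tet-induced, calcium dye no-wash. Cpd pintool add, 180 s kinetic, then EC80 DA, 180 s kinetic. Ca flux read.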
RXFP1 antag = qHTS Assay for Antagonists of the Relaxin Receptor RXFP1 | actives 0.59% (n = 350,000) | activity change, negative = inhibition, % at 57.5 µM | HEK293-RXFP1, relaxin-stimulated cAMP HTRF, 30 min; hits give low values;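 active means activity change of -60% or lower, but not beyond a set lower limit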; further: on the % scale 0 is the no-effect control and ±100 the full control effect
Target sequence (Q9HBX9 whole entry, looked up): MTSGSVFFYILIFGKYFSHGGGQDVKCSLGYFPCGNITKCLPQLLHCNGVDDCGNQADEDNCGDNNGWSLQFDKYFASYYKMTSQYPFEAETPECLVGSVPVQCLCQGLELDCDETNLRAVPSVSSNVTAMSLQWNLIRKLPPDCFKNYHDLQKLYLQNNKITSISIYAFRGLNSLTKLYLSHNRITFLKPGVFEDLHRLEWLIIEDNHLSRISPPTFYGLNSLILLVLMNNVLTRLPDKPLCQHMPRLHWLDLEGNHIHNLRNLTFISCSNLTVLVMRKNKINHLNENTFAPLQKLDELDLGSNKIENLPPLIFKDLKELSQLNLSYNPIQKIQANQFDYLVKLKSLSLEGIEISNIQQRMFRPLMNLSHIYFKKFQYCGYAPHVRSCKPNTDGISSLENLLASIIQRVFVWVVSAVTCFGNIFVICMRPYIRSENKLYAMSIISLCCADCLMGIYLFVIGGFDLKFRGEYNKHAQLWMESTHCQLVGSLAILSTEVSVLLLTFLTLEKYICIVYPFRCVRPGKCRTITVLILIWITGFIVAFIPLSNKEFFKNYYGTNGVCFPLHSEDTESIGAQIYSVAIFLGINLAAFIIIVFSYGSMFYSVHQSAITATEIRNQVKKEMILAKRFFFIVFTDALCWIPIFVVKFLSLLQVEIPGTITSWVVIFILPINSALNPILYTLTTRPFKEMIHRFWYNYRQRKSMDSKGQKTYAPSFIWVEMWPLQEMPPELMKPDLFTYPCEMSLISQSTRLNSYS
D2 ag = HTS Assay for Allosteric Agonists of the Human D2 Dopamine Receptor: Primary Screen for Agonists; HEK293 T-REx D2 cells, calcium flux agonist mode; activation, % at 2 µM; actives 0.53% (n = 340,000); AID 485358, 2010;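 active means activation over 3 SD above normal in the single-dose calcium agonist read, cut at about 30% in these data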; further: 0% is about no effect
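Agonism is scored from calcium flux in a force-coupled, inducible HEK293 cell line expressing D2, read kinetically for 180 s after compound addition against dopamine controls.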
TRHR enhancer = qHTS for Small Molecule Agonists and Allosteric Enhancers of Human TRH Receptor: Primary Screen for Enhancers. TRHR cells, fluo-8 calcium fluorescence, EC20 TRH enhancement. actives 0.66% (n = 360,000). enhancement, % at 2 µM. Thyrotropin-releasing hormone receptor (Homo sapiens), P34981; in the data active means enhancement above about 30%; further: 0% is about no effect
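TRHR-expressing cells loaded with fluo-8 calcium dye were read kinetically (ex 480/em 530) during compound addition, then stimulated with an EC20 of TRH (10 nM final). Enhancement of the Gq-mediated intracellular calcium response was scored.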
D1 ag = Allosteric Agonists of the Human D1 Dopamine Receptor: qHTS; D(1A) dopamine receptor (Homo sapiens), P21728; AID 504660, 2011; activation, % at 2 µM; actives 1% (n = 360,000); HEK293 T-REx D1 cells, calcium flux, agonist mode; further: 0% is about no effect
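Agonism was scored from calcium flux recorded over 180 s (1 read/s) after pintool compound addition, following a 10-cycle baseline. Cells were inducible force-coupled HEK293 TREx D1, plated overnight at 30 C and loaded with no-wash calcium dye.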
D1 PAM = Potentiators of Human D1 Dopamine Receptor: qHTS; D(1A) dopamine receptor (Homo sapiens), P21728; potentiation, % at 10 µM; AID 504651, 2011; HEK293 TREx D1 cells, calcium flux, dopamine EC20 potentiation; actives 0.036% (n = 360,000); in the data active means potentiation above about 30%; further: 0% is about no effect
Active calls of the source: *; nt = not tested or not shown. Unless noted, no stated cut-off is given here; in the data, active means activation above about 30%; inactive means the rest.

SMILES | TRHR agonist | D2 PAM | D1 antag | D2 antag | RXFP1 antag | D2 ag | TRHR enhancer | D1 ag | D1 PAM
O=C(/C=C/Nc1ccc(Oc2ccccc2)cc1)c1ccco1 | 0.1 | 17 | -14 | -1 | -8 | 1.7 | 3 | 1 | -1
CC(C)Oc1cccc(C(=O)C2CCCN(S(=O)(=O)C(C)C)C2)c1 (configuration not stated) | -1.8 | 10 | -1 | 17 | -8 | -0.1 | -8 | 2 | -6
Nc1nnc(SCC(=O)NC2CCCCC2)n1-c1ccccc1 | -0.6 | 3 | -7 | -9 | -6 | 0.1 | -5 | 0 | -5
Cc1cccc(-c2nc3ccccc3c3nncn23)c1 | 0.2 | 5 | 17 | -19 | -4 | 1.1 | -1 | 1 | -7
Cc1ccc(Cl)cc1N1CCN(C(=O)c2cc(S(=O)(=O)N3CCCC3)c[nH]2)CC1 | -0.1 | -9 | 4 | nt | 2 | 0.0 | 6 | 4 | -6
CC1=C(C(=O)N2CCN(c3cccc(C(F)(F)F)c3)CC2)C2(CCCCC2)OC1=O | -0.4 | 2 | -3 | nt | 5 | 0.5 | 14 | 2 | -1
CCOC(=O)C1CCN(S(=O)(=O)c2ccc(OC)c(Cl)c2Cl)CC1 | -0.8 | -7 | -22 | 17 | 12 | -0.2 | -4 | 0 | -3
S=c1nc(Cc2ccc(Cl)cc2)[nH]c2ccccc12 | 0.2 | 0 | -5 | 10 | 18 | 0.6 | 0 | 1 | -3
COc1ccccc1N1C(=O)C2C(c3ccc(F)cc3)NN(C(=O)c3ccc(C)cc3)C2C1=O (configuration not stated) | -0.4 | 4 | 3 | -4 | 10 | 0.3 | -1 | -4 | 1
Cn1c(CCC(=O)OCC(=O)NCC(F)(F)F)nc(=O)c2ccccc21 | 0.3 | 9 | 6 | -4 | 6 | -0.2 | 0 | 3 | -3
O=C(Nc1ccc(Cl)cc1)C1c2cccc[n+]2CC(=O)N1Cc1ccc2c(c1)OCO2 (configuration not stated) | 0.4 | 5 | 9 | -1 | -3 | 0.8 | 4 | 6 | -2
CC(C)(C)NC(=O)CSc1ncnc2c1nnn2Cc1ccccc1Cl | -0.5 | 1 | -2 | -9 | -1 | -0.2 | 3 | 8 | 0

Entries of single compounds, looked up by structure. Values in the order: TRHR agonist	D2 PAM	D1 antag	D2 antag	RXFP1 antag	D2 ag	TRHR enhancer	D1 ag	D1 PAM
Entry for Nc1nnc(SCC(=O)NC2CCCCC2)n1-c1ccccc1 = -0.6	3	-7	-9	-6	0.1	-5	0	-5
Entry for CC1=C(C(=O)N2CCN(c3cccc(C(F)(F)F)c3)CC2)C2(CCCCC2)OC1=O = -0.4	2	-3	nt	5	0.5	14	2	-1
Entry for Cc1cccc(-c2nc3ccccc3c3nncn23)c1 = 0.2	5	17	-19	-4	1.1	-1	1	-7
Entry for CC(C)Oc1cccc(C(=O)C2CCCN(S(=O)(=O)C(C)C)C2)c1 (configuration not stated) = -1.8	10	-1	17	-8	-0.1	-8	2	-6
Entry for S=c1nc(Cc2ccc(Cl)cc2)[nH]c2ccccc12 = 0.2	0	-5	10	18	0.6	0	1	-3

New compounds follow.
SMILES | TRHR agonist | D2 PAM | D1 antag | D2 antag | RXFP1 antag | D2 ag | TRHR enhancer | D1 ag | D1 PAM
Cc1ccc(SCC(=O)O/N=C(\N)c2cccc([N+](=O)[O-])c2)cc1 | -0.2 | 4 | 1 | 2 | -2 | 1.2 | 5 | -1 | 0
COc1ccc(C(=O)O)cc1NCc1cccnc1 | 0.2 | 24 | 8 | -5 | -10 | 1.5 | 7 | 4 | -3
COc1ccc(NC(=O)c2sc3nc(C)nc(N4CCN(c5ccccn5)CC4)c3c2C)cc1Cl | -0.3 | 6 | -22 | -4 | -29 | 0.6 | 2 | 4 | -3
COc1ccc(C(=O)N/C(=C\c2cn(S(=O)(=O)N(C)C)c3ccccc23)C(=O)N2CCOCC2)cc1 | 0.1 | 3 | 12 | -9 | 14 | 1.5 | -12 | 2 | -2
CC(C)CCN(C(=O)CCSc1ccc(F)cc1)c1c(N)n(Cc2ccccc2)c(=O)[nH]c1=O | -0.8 | 5 | 21 | 8 | 1 | -0.7 | -1 | 3 | 4
Cc1cc(C)c2c(=O)[nH]c(SCC(=O)Nc3ccc(N(C)C)cc3)nc2n1 | -0.3 | nt | -35* | nt | 15 | nt | -1 | 1 | 13
COc1ccc(CCNC(=O)Cc2c(C)c3cc4c(C(C)(C)C)coc4c(C)c3oc2=O)cc1 | 0.4 | 1 | -6 | nt | -7 | -0.7 | -1 | 1 | 1
CCCn1c2ccccc2c2cnn(CC(=O)NCCCOC(C)C)c(=O)c21 | -0.8 | 3 | -1 | nt | 9 | -0.3 | 11 | 0 | 0
COc1ccc(CCNC(=O)CCn2c(SCC#N)nc3ccccc3c2=O)cc1OC | -0.1 | -4 | -22 | 4 | 0 | 1.1 | 0 | 1 | -8
COc1cccc2c1Oc1ncccc1N(C(=O)CCC(=O)NCc1cccc(C)c1)C2 | -0.5 | nt | 7 | nt | 5 | nt | -6 | 1 | -14
COc1ccccc1CNC(=O)CCc1nc2ccccc2c(=O)[nH]1 | 0.2 | -6 | -3 | -14 | -17 | -0.4 | 0 | 3 | -2
CCN(CCO)c1ccc(N=Nc2cc(C)[nH]n2)cc1 | 0.2 | 1 | -5 | 6 | 4 | 0.5 | 1 | 0 | 1
CC1CCCCN1C(=O)c1cc2nc(-c3ccccc3)cc(-c3ccccc3)n2n1 (configuration not stated) | 0.9 | -6 | 10 | 29 | -6 | 2.6 | 12 | 2 | -2
Cc1cc(C)n2c(SCC(=O)Nc3ccccc3)nnc2n1 | 0.2 | nt | 13 | nt | -17 | nt | 4 | 0 | 7
O=c1c(-c2ccccc2)coc2c(CN3CCCC3)c(O)ccc12 | 1.6 | -5 | -1 | 25 | -1 | 0.7 | 1 | 0 | -4
Cc1cccc(C)c1OCc1nc2c3c(-c4ccccc4)c(-c4ccccc4)oc3ncn2n1 | -0.5 | -1 | -9 | nt | 6 | 0.9 | 8 | -3 | -1
O=C(COc1ccc2c(-c3ccccc3)cc(=O)oc2c1)N[C@@H](Cc1c[nH]c2ccc(O)cc12)C(=O)O | 0.3 | 6 | 0 | -8 | nt | -0.6 | -1 | 1 | 2
Cc1nc(SCC(=O)c2cc3ccccc3oc2=O)c(C#N)c(C)c1C(=O)Nc1ccccc1 | -0.2 | 16 | -5 | 5 | nt | -0.7 | -4 | 5 | 1
COc1ccc(/C=C(/C#N)C(=O)Nc2ccc(C)cc2C)cc1C(=O)O | -0.1 | -4 | -35* | 2 | 3 | 0.3 | -3 | -1 | 3
COc1cc(S(=O)(=O)N2CCOCC2)ccc1NC(=O)COC(=O)CC12CC3CC(CC(C3)C1)C2 | 1.9 | -4 | -7 | -9 | -14 | -0.5 | 4 | 2 | -2
CC(C)Sc1nc(N2CCCC2)c2c(c1C#N)CC(C)(C)OC2 | -0.7 | 3 | 26 | 11 | -2 | -0.8 | -9 | 3 | -3
O=C(CCCn1c(=O)c2cccn2c2cccnc21)Nc1ccccc1Br | -0.6 | 3 | 1 | nt | 3 | nt | -1 | 2 | -1
Cc1ccc(C(=O)N/N=C\c2ccc[nH]2)cn1 | 0.7 | -11 | -9 | 1 | -3 | 0.3 | -11 | 3 | -3
Cc1cc(/C=C(\C#N)C(=O)NCc2ccco2)c(C)n1-c1cccnc1 | -0.1 | 0 | 2 | 4 | -34 | -0.6 | -2 | 1 | -5
Cn1c(=O)n(C)c2cc(N3CCOCC3)c(NS(=O)(=O)c3ccc(C(C)(C)C)cc3)cc21 | -1.2 | nt | 4 | nt | 0 | nt | -8 | 0 | 1
Cc1cc(Br)ccc1OCCCCNCCO | 0.3 | -16 | 3 | 10 | -7 | -0.1 | 1 | 6 | -4
CC1CC1C(=O)OCC(=O)NCc1ccccc1Cl (configuration not stated) | -1.4 | 6 | 4 | 8 | 4 | 0.9 | -3 | 0 | 0
CCN(CC(=O)Nc1c(F)cccc1F)C(=O)CCNS(=O)(=O)c1ccccc1C(F)(F)F | -0.2 | nt | 17 | nt | 8 | nt | 1 | 0 | 3
Cc1ccc(C(=O)N(CCc2ccccc2)Cc2ccccc2)cc1S(=O)(=O)N1CCCCC1 | 1.0 | -5 | -2 | 4 | 6 | 1.8 | 4 | 9 | 3
COc1ccc(O)c(-c2[nH]ncc2C(=O)c2cccc(C)c2)c1 | -0.3 | -6 | 3 | -4 | 3 | -0.7 | 6 | 1 | -6
CC(=O)Nc1ccc(S(=O)(=O)Oc2ccc(N3C(=O)C4CCCCC4C3=O)cc2)cc1 (configuration not stated) | -3.0 | 8 | -52* | 5 | -3 | -0.5 | 22 | 38* | -9
COc1cccc(CC2(CO)CCN(C(=O)NCCc3ccccc3)CC2)c1 | -0.4 | -3 | 4 | 24 | 4 | 2.0 | -5 | 0 | -1
Oc1ccc(-c2nc3ccccn3c2Nc2ccc3c(c2)OCCO3)cc1 | -1.2 | 1 | 4 | nt | 6 | -2.2 | 5 | 0 | 6
CCOC(=O)CCN(c1ccccc1)S(=O)(=O)c1ccc(-c2ccc(=O)[nH]n2)s1 | 0.0 | 0 | -17 | -4 | -3 | -0.3 | 0 | -1 | -3
CNS(=O)(=O)c1ccc(NC(=O)C2c3ccccc3Oc3ccccc32)cc1 | -0.3 | -1 | 9 | -13 | nt | 0.1 | 10 | 18 | -7
COCCCn1c(SCC(=O)Nc2ccc(NC(=O)c3ccco3)c(OC)c2)nc2ccccc2c1=O | -0.2 | 8 | 4 | -31 | -3 | -0.7 | -4 | 1 | -15
Cc1ccc(S(=O)(=O)N2CCC(C(=O)NNC(=O)C3CC3)CC2)cc1Cl | -0.3 | -5 | 5 | 9 | -22 | 2.0 | 1 | 0 | -6
COc1cc2c3nnc(-c4ccc(F)cc4)c-3cn(Cc3cccc(C)c3)c2cc1OC | 0.2 | 1 | -7 | -4 | nt | -0.9 | 2 | 0 | -5
CC(C)C(NC(=O)c1ccc(F)cc1)C(=O)N1CCN(C(=O)c2ccco2)CC1 (configuration not stated) | 0.3 | 2 | 7 | 19 | -8 | -0.3 | -3 | 0 | -1
C/C(Cl)=C\Cn1c(N2CCCC2)nc2c1c(=O)[nH]c(=O)n2C | -0.3 | 1 | -6 | nt | -12 | nt | -3 | -1 | 6

An unsorted share of the library; 7.3% or so of the library scored in one or more.
